Screening results (PubChem)
CendR NRP1 mod – alters CendR peptide binding to human NRP-1 | O14786 | FAM-RPARPAR peptide binding to NRP-1, fluorescence polarization | inhibition, % at 25 µM | 0.85% of 360,000 active;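 active = inhibition or corrected inhibition above about 18%, plus a signal ratio from 0.5 to 1.5, limit read from the data, passing the limit was not always enough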; also: strong numbers were not always called active
MsrA act – activators of bovine methionine sulfoxide reductase A; activation, % at 10.6 µM; purified bovine MsrA, absorbance read-out; 0.3% of 360,000 active; in the data active = activation above about 7.5%;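 also: 0% = vehicle and 100% = reference activator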
MT1-MMP act inh – inhibitors of human MT1-MMP activation; HT1080 RFP-PRO-GFP cells, GFP/RFP ratio fluorescence, overnight; percent of plate control window, DMSO zero; P50281; GFP/RFP ratio change, % at 20 µM; 0.061% of 360,000 active;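 active = GFP/RFP ratio change of at least 30% with cell ATP level not reduced by more than half and red fluorescence within 50% of control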; also: strong numbers were not always called active
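Material: RFP-PRO-GFP reporter HT1080 cells. Dosing: single-point 20 µM compound, 1% DMSO. Controls: DMSO and RFP-L50D-GFP cell wells. Timing: cells overnight before dosing, compound overnight, 37 °C, 5% CO2. Measure: GFP/RFP fluorescence ratio.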
E coli Lon inh – inhibitors of E. coli Lon protease; P0A9M0; AID 602123; 0.42% of 360,000 active; purified E. coli Lon protease, fluorescence polarization; inhibition, % at 7.94 µM; in the data active = inhibition above about 13%, passing the limit was not always enough;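 also: 0% = enzyme with probe and DMSO and 100% = no enzyme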
Neddyl block – inhibitors of human cullin neddylation; P61081+Q13564; TR-FRET cullin neddylation, biochemical; calls only at 25 µM; 0.58% of 360,000 active; in the data active = inhibition above about 36%
Target sequence (P61081 whole entry, looked up): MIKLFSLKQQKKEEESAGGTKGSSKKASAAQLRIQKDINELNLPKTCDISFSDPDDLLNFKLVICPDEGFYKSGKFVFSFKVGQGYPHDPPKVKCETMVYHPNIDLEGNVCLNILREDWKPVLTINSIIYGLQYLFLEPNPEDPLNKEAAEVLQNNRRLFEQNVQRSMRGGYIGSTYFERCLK
Target sequence (Q13564 whole entry, looked up): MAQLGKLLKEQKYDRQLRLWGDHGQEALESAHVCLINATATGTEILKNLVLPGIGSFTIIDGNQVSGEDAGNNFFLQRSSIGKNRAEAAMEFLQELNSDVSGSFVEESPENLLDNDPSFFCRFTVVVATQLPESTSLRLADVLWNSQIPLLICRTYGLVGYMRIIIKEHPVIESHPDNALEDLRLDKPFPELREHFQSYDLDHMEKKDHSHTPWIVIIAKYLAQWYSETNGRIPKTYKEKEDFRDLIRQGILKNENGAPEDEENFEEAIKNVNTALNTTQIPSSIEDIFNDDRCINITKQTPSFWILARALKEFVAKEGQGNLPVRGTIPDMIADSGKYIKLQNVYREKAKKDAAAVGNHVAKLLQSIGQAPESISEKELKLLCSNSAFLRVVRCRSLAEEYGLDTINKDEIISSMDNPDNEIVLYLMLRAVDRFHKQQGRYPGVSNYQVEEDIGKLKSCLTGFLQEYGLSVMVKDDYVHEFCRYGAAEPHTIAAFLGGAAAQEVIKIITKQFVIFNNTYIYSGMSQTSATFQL
FAS-TE inh – FAS thioesterase (human) inhibition. recombinant FAS-TE, OMFH fluorogenic substrate, fluorescence endpoint. 0.67% of 360,000 active. inhibition, % at 15 µM;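 active = compounds whose normalised, plate-corrected inhibition of enzyme fluorescence in the single-dose primary screen is 50% or more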;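 also: 0% = DMSO with enzyme and 100% = substrate without enzyme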
SKN-1 inh – blocks SKN-1 activity in C. elegans. C. elegans VP596 Pgst-4::GFP/RFP ratio, acrylamide-induced, 24 h. inhibition, % at 21.8 µM. 0.49% of 360,000 active. AID 624304;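 active = interference check ratio from 0.5 to 1.5 plus GFP to RFP signal ratio inhibition reaching or exceeding a fixed threshold, cut at about 30% in these data, passing the limit was not always enough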; also: some compounds called inactive have numbers as strong as hits
MsrA inh – bovine MsrA inhibition. 0.75% of 360,000 active. purified bovine MsrA, absorbance read-out. AID 651718. inhibition, % at 15.5 µM; in the data active = inhibition above about 4.5%;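 also: 0% = vehicle wells with enzyme and 100% = reference inhibitor wells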
Rin1-Abl PPI inh – human Rin1-Abl interaction inhibition. P00519+Q13671. TR-FRET Rin1/Abl binding, biochemical. inhibition, % at 7.35 µM. 0.4% of 360,000 active. AID 588664; in the data active = inhibition above about 5%, passing the limit was not always enough
* = called active by the depositor; i = inactive; nt = no result given.

1) CC(C)(C)C(=O)N1c2ccccc2CCc2ccccc21
2) CN(C)CCCNC(=O)Cc1ccc(Br)cc1
3) Cc1ccc(C(=O)Nc2ccc(N3CCN(C)CC3)cc2)c(Cl)c1
4) O=C(Nc1ccc2oc(-c3ccccc3)nc2c1)c1ccc2c(c1)OCCO2
5) O=C(Cc1ccc(NC(=O)C2CCN(C(=O)C3CC3)CC2)cc1)Nc1ccc(C(=O)N2CCOCC2)cc1
6) Nc1nc(Cl)cc(N2CCC(c3cc(-c4ccc(Cl)cc4Cl)n[nH]3)CC2)n1
7) Cc1cc(C)n(CCCNC(=O)C2CC(=O)N(Cc3ccccc3)C2)n1 (centres undefined)
8) O=S1OCCN1c1ccccc1 (centres undefined)
9) O=C(c1ccc(C(F)(F)F)cc1)C1CCCN(C(=O)CCN2CCCO2)C1 (centres undefined)
10) N#CCCn1ccc(NC(=O)c2ccc(Cl)cc2)n1
Screen / compound no.,1,2,3,4,5,6,7,8,9,10
CendR NRP1 mod,2,4,1,-7,10,4,-6,7,-4,4
MsrA act,-2,-2,-2,-3,-8,-2,-1,-1,-6,0
MT1-MMP act inh,1,2,-6,13,4,3,-2,1,-1,0
E coli Lon inh,-3,-7,-7,-5,-4,-9,-2,2,-3,10
Neddyl block,i,i,i,i,i,i,i,i,i,i
FAS-TE inh,-2,-11,-6,10,-10,21,-8,-14,-7,-6
SKN-1 inh,6,6,-8,10,-9,-7,14,0,-3,-21
MsrA inh,-0.2,-0.3,-1.0,1.4,0.4,0.5,-0.2,0.2,-0.3,-1.0
Rin1-Abl PPI inh,-3,-2,3,-4,8.9*,-2,0,1,2,-1

11) COc1ccc(S(=O)(=O)N2CC(C)N(C(=O)N(C)C)C2C)cc1 (centres undefined)
12) O=C(O)C12CC3CC(C1)CC(n1ncc(NCc4ccccc4)c(Cl)c1=O)(C3)C2
13) O=S(=O)(NCCc1ccccc1)c1ccc(Br)cc1
14) COc1ccc(C(=O)CSc2nc(=O)n3ccc(C)cc3n2)cc1
15) COc1ccc(C2=NS(=O)(=O)N(C)C(C(=O)N(C)Cc3ccccc3)=C2)cc1OC
16) O=S(=O)(Nc1nc2ccccc2nc1NCCO)c1cccc(Cl)c1
17) COc1ccc(NC(=O)c2cc3ccccc3cc2O)cc1
18) Fc1ccc(CSc2nncn2NCc2ccccc2)cc1
19) O=S(=O)(NN1CCOCC1)c1ccc(Br)cc1
20) O=C(CN1CCN(S(=O)(=O)c2ccc(F)cc2)CC1)Nc1ccc(F)cc1F
Screen / compound no.,11,12,13,14,15,16,17,18,19,20
CendR NRP1 mod,4,2,13,-7,3,-3,2,-6,-19,3
MsrA act,1,0,-1,-2,-1,-1,-3,0,-1,-2
MT1-MMP act inh,-2,-14,-2,1,-2,0,1,6,0,-3
E coli Lon inh,-6,5,9,-16,1,1,-1,3,5,-4
Neddyl block,i,i,i,i,i,i,i,i,i,i
FAS-TE inh,-1,-1,15,1,7,2,-1,1,-2,6
SKN-1 inh,12,13,7,7,13,2,-10,9,-4,1
MsrA inh,1.4,2.5,0.8,1.3,1.7,2.7,1.1,0.7,-0.9,0.9
Rin1-Abl PPI inh,-1,-1,2,0,-1,-4,5,-3,1,1

21) Cc1ccccc1CNc1nc(N)n(-c2ccccc2)n1
22) COc1ccc(N2CCN(CCCNC(=O)C3CCN(S(=O)(=O)N4CCOCC4)CC3)CC2)cc1
23) O=C(Nc1ccccc1F)c1cc2c(s1)-c1ccccc1S(=O)(=O)C2
24) O=C(NNC1CC(=O)N(c2ccc3c(c2)OCCO3)C1=O)c1ccccc1 (centres undefined)
25) CCCCC[C@@H]1C=C(C(=O)O)[C@H](c2ccc(CC)cc2)N1S(=O)(=O)c1ccc(C)cc1
26) O=C1N2c3ccccc3CCc3cccc(c32)C1(O)C(F)(F)F (centres undefined)
27) CCOC(=O)N1CCN(c2cccc(C)c2C)CC1
28) O=c1cc(-c2ccccc2)oc2ccc(Cl)cc12
29) CCOC(=O)C1(CCOc2ccccc2)CCN(Cc2cccc(F)c2)CC1
30) CCCc1cc(=O)[nH]c(SCC(=O)Nc2nonc2N)n1
Screen / compound no.,21,22,23,24,25,26,27,28,29,30
CendR NRP1 mod,5,-7,-6,-1,-15,2,7,-14,1,-3
MsrA act,-2,0,-6,-8,-4,-3,-3,4,-3,-1
MT1-MMP act inh,5,4,1,-1,3,-1,-3,1,0,1
E coli Lon inh,0,-4,3,-13,-1,2,-7,-1,0,-2
Neddyl block,i,i,nt,i,i,i,i,i,i,i
FAS-TE inh,-2,-3,-5,-6,6,6,-6,1,7,-7
SKN-1 inh,-7,9,-3,-7,0,5,-3,6,3,2
MsrA inh,-1.0,1.4,1.9,-0.3,1.3,-0.9,0.5,-0.9,0.9,-0.3
Rin1-Abl PPI inh,-5,1,1,-2,2,3,1,2,-1,6

31) COc1ccc(C(=O)NC(=S)N2CCCCC2)cc1[N+](=O)[O-]
32) Cc1cc(/C=C(\C#N)C(=O)Nc2ccccc2)c(C)n1-c1cccnc1
33) C/C(=C\C(=O)c1ccc(Cl)cc1)Nc1ccc(N2CCOCC2)cc1
34) O=C(O)c1ccc2c(c1)-c1cc(C(=O)O)ccc1S2(=O)=O
35) Cc1nc(-c2cccc(-c3noc(C)n3)c2)no1
36) CCOc1ccc(S(=O)(=O)NCCC(=O)N2CCC(Cc3ccccc3)CC2)cc1
37) O=C(CSc1nnnn1-c1ccc(Cl)cc1)NC(=O)Nc1ccc2c(c1)OCCO2
38) O=C(CCc1ccccc1)NNC(=O)c1ccc(NC(=O)c2ccccc2)cc1
39) CN(C(=O)COC(=O)COc1ccc2ccccc2c1)c1ccccc1
40) CSc1nsc(SCC(=O)Nc2ccc(C(=O)O)cc2)n1
Screen / compound no.,31,32,33,34,35,36,37,38,39,40
CendR NRP1 mod,-7,-2,-6,-6,-4,-9,-8,-5,9,2
MsrA act,-3,-4,-4,-2,-2,-5,-2,-6,-2,6
MT1-MMP act inh,5,0,7,2,-2,2,0,-2,0,-1
E coli Lon inh,-7,-1,2,8,6,-12,4,-4,-8,-6
Neddyl block,i,i,i,i,i,i,i,i,i,i
FAS-TE inh,-3,6,-2,-3,-2,10,-2,-7,9,-2
SKN-1 inh,-10,5,19,2,6,-1,11,2,8,7
MsrA inh,0.6,3.7,-0.5,0.8,-0.6,-0.4,-0.1,1.0,-0.2,-1.3
Rin1-Abl PPI inh,-1,-5,-2,0,-4,-1,3,1,2,0

Five entries from above, sorted by SMILES length, smallest number first:
39) CN(C(=O)COC(=O)COc1ccc2ccccc2c1)c1ccccc1
31) COc1ccc(C(=O)NC(=S)N2CCCCC2)cc1[N+](=O)[O-]
32) Cc1cc(/C=C(\C#N)C(=O)Nc2ccccc2)c(C)n1-c1cccnc1
36) CCOc1ccc(S(=O)(=O)NCCC(=O)N2CCC(Cc3ccccc3)CC2)cc1
37) O=C(CSc1nnnn1-c1ccc(Cl)cc1)NC(=O)Nc1ccc2c(c1)OCCO2
Screen / compound no.,39,31,32,36,37
CendR NRP1 mod,9,-7,-2,-9,-8
MsrA act,-2,-3,-4,-5,-2
MT1-MMP act inh,0,5,0,2,0
E coli Lon inh,-8,-7,-1,-12,4
Neddyl block,i,i,i,i,i
FAS-TE inh,9,-3,6,10,-2
SKN-1 inh,8,-10,5,-1,11
MsrA inh,-0.2,0.6,3.7,-0.4,-0.1
Rin1-Abl PPI inh,2,-1,-5,-1,3

(further entries)
41) CCN(CC)CCCNC(=O)C1CCC(CNS(=O)(=O)c2c(C)cc(C)cc2C)CC1 (centres undefined)
42) CNC(=S)N/N=C/c1cc(C)n(-c2ccc(Cl)c(Cl)c2)c1C
43) O=C(CN1CCN(S(=O)(=O)c2cc(Cl)ccc2Cl)CC1)c1ccc(O)c(O)c1
44) COc1ccc(NCc2nc3ccccc3n2CCOc2ccc(C)cc2)cc1
45) Cc1ccc(S(=O)(=O)NCC2CCC(C(=O)O)CC2)cc1 (centres undefined)
46) COc1ccccc1/C=C/C(=O)Oc1cccc2cccnc12
47) Cc1cc2c(cc1S(=O)(=O)N(C)C1CCCCC1)OCC(=O)N2
48) Cc1cc2nnc(SCC(=O)Nc3cc(S(=O)(=O)N4CCOCC4)ccc3Cl)n2c2ccccc12
49) C[C@@H](C[C@@H](O)[C@H](O)C(C)(C)O)[C@@H]1CC[C@]2(C)C3=CC[C@H]4C(C)(C)C(=O)CC[C@]4(C)[C@H]3CC[C@@]12C
50) CCOC(=O)c1sc2nc(CC(=O)OC)nc(N3CCN(c4ccc(OC)cc4)CC3)c2c1C
Screen / compound no.,41,42,43,44,45,46,47,48,49,50
CendR NRP1 mod,4,-3,-50,5,-7,-4,0,-11,-2,1
MsrA act,-2,-8,-12,-3,0,-8,-1,2,0,-3
MT1-MMP act inh,0,5,-2,1,0,3,3,-6,-1,-15
E coli Lon inh,6,-12,5,6,-5,2,9,-8,5,7
Neddyl block,i,i,i,i,i,i,i,i,i,i
FAS-TE inh,-2,18,4,27,-7,-6,8,13,18,31
SKN-1 inh,1,-5,1,1,11,-4,2,7,9,8
MsrA inh,-0.4,2.5,2.5,-0.8,nt,1.5,1.0,-0.3,-0.8,1.9
Rin1-Abl PPI inh,1,-3,1,0,-3,-1,0,-3,-3,1

51) CSc1sc(C(=O)N(C)C)cc1S(=O)(=O)C(C)C
52) CCOc1ccc(N(CC(=O)Nc2ccc(C)c(C)c2)S(C)(=O)=O)cc1
53) Cc1cc(C)cc(NC(=O)CCCCCN2C(=O)[C@@H]3Cc4ccccc4CN3C2=O)c1
54) Cn1ncc(Cl)c1C(=O)N1CCC(Cc2ccccc2)CC1
55) CCCCn1c(N)c(Sc2ccc(Cl)cc2)c(=O)[nH]c1=O
56) Cc1nnc(NC(=O)CSc2n[nH]c(-c3ccccc3C)n2)s1
57) O=C(CN(C(=O)CCC(=O)Nc1nccs1)c1ccc(F)cc1)NCc1ccccc1
58) Cc1nc2c(-c3ccc(F)cc3)c(C)nn2c(C)c1CCC(=O)N1CCN(c2ccccc2)CC1
59) CCOc1ccc2ccccc2c1/C=N\NC(=O)OC
60) COC(=O)c1ccc(NC(=O)CSc2nncn2-c2cccnc2)cc1
61) NS(=O)(=O)OCc1ccc(C(F)(F)F)cc1
Screen / compound no.,51,52,53,54,55,56,57,58,59,60,61
CendR NRP1 mod,-2,16,-4,20,-6,-5,9,1,-10,3,2
MsrA act,-1,-3,-4,-7,2,-3,-1,-1,-3,-6,0
MT1-MMP act inh,-1,1,1,-3,2,-2,-1,5,1,-1,4
E coli Lon inh,7,1,-1,4,0,-6,-1,-4,3,5,-21
Neddyl block,i,i,i,i,i,i,i,i,i,i,i
FAS-TE inh,-5,8,7,2,-2,-2,-3,27,-6,-6,-8
SKN-1 inh,10,9,-15,-1,18,2,5,-2,3,-7,-7
MsrA inh,-0.8,-1.0,-1.1,0.7,0.4,-0.1,-0.1,0.2,0.6,-0.8,-0.3
Rin1-Abl PPI inh,2,1,-2,6,4,0,0,5,-2,4,2

A second format for some results above:
Results follow in this order: CendR NRP1 mod	MsrA act	MT1-MMP act inh	E coli Lon inh	Neddyl block	FAS-TE inh	SKN-1 inh	MsrA inh	Rin1-Abl PPI inh
#54 Cn1ncc(Cl)c1C(=O)N1CCC(Cc2ccccc2)CC1
  20	-7	-3	4	i	2	-1	0.7	6
#55 CCCCn1c(N)c(Sc2ccc(Cl)cc2)c(=O)[nH]c1=O
  -6	2	2	0	i	-2	18	0.4	4
